ROC1-CUL1 inh – blocks human RBX1-Cullin-1 di-ubiquitin formation | P62877+Q13616 | inhibition, % at 10 µM | in vitro K48 di-Ub FRET, acceptor:donor ratio, 45 min | AID 1347404 | 140,000 tested, 0.6% active; in the data active = inhibition above about 25%
Target sequence (P62877 whole entry, looked up): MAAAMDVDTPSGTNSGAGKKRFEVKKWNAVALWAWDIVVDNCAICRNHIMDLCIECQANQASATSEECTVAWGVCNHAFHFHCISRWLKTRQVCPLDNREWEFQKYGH
Target sequence (Q13616 whole entry, looked up): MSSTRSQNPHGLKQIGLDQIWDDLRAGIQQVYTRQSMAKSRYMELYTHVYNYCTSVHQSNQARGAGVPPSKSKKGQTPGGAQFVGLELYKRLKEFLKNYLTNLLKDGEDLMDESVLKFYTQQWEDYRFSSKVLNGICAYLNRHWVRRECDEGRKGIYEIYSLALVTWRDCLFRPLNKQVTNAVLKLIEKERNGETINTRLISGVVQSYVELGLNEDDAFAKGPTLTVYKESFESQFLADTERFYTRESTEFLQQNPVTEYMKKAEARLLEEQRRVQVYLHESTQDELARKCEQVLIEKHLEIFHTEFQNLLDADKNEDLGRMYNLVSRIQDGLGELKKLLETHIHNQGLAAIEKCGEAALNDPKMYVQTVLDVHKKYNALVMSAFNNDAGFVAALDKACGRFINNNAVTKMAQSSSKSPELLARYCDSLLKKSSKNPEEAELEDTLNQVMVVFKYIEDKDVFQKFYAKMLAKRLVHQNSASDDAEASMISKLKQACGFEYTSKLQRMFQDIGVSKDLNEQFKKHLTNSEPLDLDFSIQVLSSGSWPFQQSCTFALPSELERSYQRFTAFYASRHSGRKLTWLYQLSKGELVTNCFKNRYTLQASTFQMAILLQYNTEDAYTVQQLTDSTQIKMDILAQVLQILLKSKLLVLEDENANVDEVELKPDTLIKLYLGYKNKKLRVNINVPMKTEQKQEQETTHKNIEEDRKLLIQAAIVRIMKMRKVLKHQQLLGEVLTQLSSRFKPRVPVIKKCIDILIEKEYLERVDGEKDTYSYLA
* marks the source's active call; other numbers are inactive results. A portion of the library. The share of hits here may be higher or lower than overall.

What do the screens show for `CC1=NN(CC(C)C)c2nc3c(c(=O)n(C)c(=O)n3C)n2C1C` (stereo not given)?
ROC1-CUL1 inh: 11

How did COC(=O)C(=O)N=c1sc2cc(C)ccc2n1Cc1cccc(OC)c1 do in these assays?
ROC1-CUL1 inh: -12

How did O=c1/c(=C/c2ccc(-c3cccc(Cl)c3Cl)o2)sc2nc3ccccc3n12 do in these assays?
ROC1-CUL1 inh: -3

What do the screens show for `Cc1ccc(Cl)cc1N1CCN(C(=O)c2cc(Cc3ccc(F)cc3)no2)CC1`?
ROC1-CUL1 inh: -3

What do the screens show for `CCC(=O)Nc1ccc(C)c(C)c1`?
ROC1-CUL1 inh: -12

How did COc1ccc(Cc2noc(-c3ccc(N(C)Cc4cnccn4)nc3)n2)cc1 do in these assays?
ROC1-CUL1 inh: 2

How did CCOc1cccc(C(=O)NC2CCN(CC)CC2)c1 do in these assays?
ROC1-CUL1 inh: 7

How did Cc1ccc2nc(-c3ccc(C)s3)c(Nc3ccc4c(c3)OCCO4)n2c1 do in these assays?
ROC1-CUL1 inh: -5

How did O=C1C(=O)N(Cc2cccnc2)C(c2cccnc2)C1C(=O)c1ccco1 (stereo not given) do in these assays?
ROC1-CUL1 inh: -1

Results for O=C1NC(c2ccc3c(c2)OCO3)C(C(=O)c2ccccc2)C(O)(C(F)(F)F)N1 (stereo not given) ?
ROC1-CUL1 inh: 3

Results for CCN1CCN(C2(C(=O)NC(C)c3ccc(F)cc3)Cc3ccccc3C2)CC1 (stereo not given) ?
ROC1-CUL1 inh: 8

How did CC(=O)C1C(=O)C=C(c2ccco2)CC1c1ccccc1 (stereo not given) do in these assays?
ROC1-CUL1 inh: -3

How did CCOc1ccc(Nc2nc(C)c(NC(=O)c3cccc(F)c3)c(Nc3ccc(OCC)cc3)n2)cc1 do in these assays?
ROC1-CUL1 inh: 2

What do the screens show for `Cc1ccccc1C(=O)N1c2ncnn2C2(CCCCC2)[C@@H]2CCCC[C@@H]21`?
ROC1-CUL1 inh: -1

Results for CCCCC(=O)Nc1nnc(S(=O)(=O)N2CCCCCC2)s1 ?
ROC1-CUL1 inh: 0

How did COc1cc(CN2CC[C@@H](N3CCN(C)CC3)[C@H](O)C2)cc(OC)c1 do in these assays?
ROC1-CUL1 inh: 0

Results for Cc1ccc(N2C(=O)C3CCC(C)CC3C2=O)cc1C (stereo not given) ?
ROC1-CUL1 inh: 0

What do the screens show for `CC(C)(C)c1ccc([C@@H]2[C@H]3CN(C(=O)OCc4ccccc4)CC=C3C(C#N)C(=N)C2(C#N)C#N)cc1` (stereo not given in full)?
ROC1-CUL1 inh: 2

Results for Nc1n[nH]c(-c2ccc(Br)cc2)c1N=Nc1ccccc1C(=O)O ?
ROC1-CUL1 inh: 1

How did COc1ccc(C(=O)N2C[C@H](O)[C@@H](N(C)CC3CCOCC3)C2)cc1 do in these assays?
ROC1-CUL1 inh: 19

How did O=C1CCC(CCC(=O)N2CCC(C(O)c3cccs3)CC2)(Cc2ccccc2)N1 (stereo not given) do in these assays?
ROC1-CUL1 inh: 0

What do the screens show for `CCn1ccnc1CN1CCC(C2CCN(Cc3ccc(Cl)cc3)C2)CC1` (stereo not given)?
ROC1-CUL1 inh: 1

What do the screens show for `O=C(c1cccs1)N1CCC(C2CCN(c3ncccn3)CC2)C1` (stereo not given)?
ROC1-CUL1 inh: 16

What do the screens show for `CCN(C(C)=O)c1ccc(Br)cc1C(=O)O`?
ROC1-CUL1 inh: 6

What do the screens show for `CCOc1ccc(CCNC(=O)c2ccc3c(c2)N(Cc2cccc(Cl)c2)C(=O)c2ccccc2S3(=O)=O)cc1OCC`?
ROC1-CUL1 inh: 1

How did Clc1ccc(CSc2nnc(-c3cnccn3)n2Cc2ccco2)c(Cl)c1 do in these assays?
ROC1-CUL1 inh: 5

How did Cc1cccc(C(=O)N2CCN(Cc3ccc(F)cc3)CC2)c1 do in these assays?
ROC1-CUL1 inh: 6

What do the screens show for `CC1(C)CC(=O)C(C(=S)Nc2ccccc2)C(=NCCc2ccccc2)C1` (stereo not given)?
ROC1-CUL1 inh: -3

Results for CCc1c([O-])[n+](-c2ccccc2)c(-c2ccccc2)n(-c2ccccc2)c1=O ?
ROC1-CUL1 inh: 2

Results for CCN(CC)c1ccc2c(c1)OC(=N)C(C#N)C2c1ccc(Cl)c(Cl)c1 (stereo not given) ?
ROC1-CUL1 inh: -13

Results for CCOc1ccc(NC(=O)CN2C(C(=O)OC)=C(c3ccccc3)c3cc(Cl)ccc3S2(=O)=O)cc1 ?
ROC1-CUL1 inh: -5

What do the screens show for `COCCN1C(=O)C(C(c2ccc(Cl)cc2)N2CCCCC2)C(=O)C=C1C` (stereo not given)?
ROC1-CUL1 inh: -2

What do the screens show for `COc1cccc(-c2nc(SCC(=O)Nc3ccc4c(c3)OCCO4)c(-c3ccc(C)cc3)[nH]2)c1`?
ROC1-CUL1 inh: 2

Results for CCC1CCCCN1S(=O)(=O)c1ccc(NC(=O)COc2ccc(OC)cc2)cc1 (stereo not given) ?
ROC1-CUL1 inh: -2

Results for CCCCN(CC)CCNC(=O)c1c(C)oc2ncnc(N3CCOCC3)c12 ?
ROC1-CUL1 inh: -2

Results for CCCCCCSc1nn[nH]n1 ?
ROC1-CUL1 inh: 6

Results for COc1cccc(NC(=O)CSc2nc3nc(C)cc(C)n3n2)c1 ?
ROC1-CUL1 inh: -10

Results for COc1cc(C(c2c(C)[nH][nH]c2=O)c2c(C)[nH][nH]c2=O)ccc1OCc1ccccc1Cl ?
ROC1-CUL1 inh: 14

What do the screens show for `CC(=O)c1ccccc1OC(=O)c1cccc(N2C(=O)c3ccccc3C2=O)c1`?
ROC1-CUL1 inh: 8

Results for COc1cc(OC)c(-c2cc(C(=O)O)ccc2OC)c(OC)c1 ?
ROC1-CUL1 inh: -8

Results for Cc1ccc(CN2CCCC2C(=O)Nc2ccccc2Oc2cccnc2)o1 (stereo not given) ?
ROC1-CUL1 inh: 5

What do the screens show for `CCOc1ccc(CNC(=O)c2cc3oc4ccccc4c3n2C)cc1`?
ROC1-CUL1 inh: 4

What do the screens show for `Cc1ccc(C(=O)O)cc1-c1ccc(/C=C2\SC(=O)N(Cc3ccccc3F)C2=O)o1`?
ROC1-CUL1 inh: 50*

How did COCCNC(=O)c1c(NC(=O)c2cc(=O)c3cc(C)cc(C)c3o2)sc2c1CCCC2 do in these assays?
ROC1-CUL1 inh: 5

What do the screens show for `Cc1cc(C)n(Cc2nc(-c3c(C)ncc4c3CCN(CC3CC3)C4)no2)n1`?
ROC1-CUL1 inh: 37*

Results for CCOC(=O)c1sc(N)nc1C(C)(C)C ?
ROC1-CUL1 inh: -6

Results for CC1=C(C(=O)OC(C)C)C(c2cccs2)C(C#N)C(=N)O1 (stereo not given) ?
ROC1-CUL1 inh: -5

Results for O=S(=O)(c1ccc2c(c1)-c1ccccc1C2)N1CCSC1c1ccccc1 (stereo not given) ?
ROC1-CUL1 inh: 5

Results for CCCC(CCC)C(=O)NC1CCN(S(=O)(=O)CC)CC1 ?
ROC1-CUL1 inh: -8

What do the screens show for `CC(=O)N1CCCc2cc(S(=O)(=O)N3CCN(c4cccc(C(F)(F)F)c4)CC3)ccc21`?
ROC1-CUL1 inh: -1

Results for Cc1cccc(NC(=O)CSc2nc(-c3ccco3)cc(C(F)(F)F)n2)c1C ?
ROC1-CUL1 inh: -6

How did CCOC(=O)N1CCN(C(=O)C(C)N(c2ccc(OCC)cc2)S(C)(=O)=O)CC1 (stereo not given) do in these assays?
ROC1-CUL1 inh: -1

What do the screens show for `CSc1ccccc1NC(=O)C1CCN(S(=O)(=O)N(C)C)CC1`?
ROC1-CUL1 inh: 13

Results for O=C(CCC1CCCC1)Nc1cccnc1Cl ?
ROC1-CUL1 inh: 4

How did O=C1C=C(c2cccs2)N(c2ccc(Cl)cc2)C(=O)C1c1ccccc1 (stereo not given) do in these assays?
ROC1-CUL1 inh: 5

Results for CCCn1c2ccc(F)cc2c2nnc(SCCN3CCCCC3)nc21 ?
ROC1-CUL1 inh: 0

How did CCC(Sc1nc2nccnc2c(=O)n1Cc1ccc(F)cc1)C(=O)NC1CCCCC1 (stereo not given) do in these assays?
ROC1-CUL1 inh: 3

Results for CCOc1ccc(NC(=O)c2cn3c4c(ccc(Cl)c4c2=O)OC(C)C3)cc1 (stereo not given) ?
ROC1-CUL1 inh: 3

How did NC(=O)c1cnn(-c2cc(Oc3ccccc3)ncn2)c1N do in these assays?
ROC1-CUL1 inh: 12

How did CCOc1ccc(S(=O)(=O)N(CC(=O)NCCSc2ccc(C)cc2)c2ccccc2)cc1 do in these assays?
ROC1-CUL1 inh: -1

What do the screens show for `O=C(C1=NN(c2ccc(Cl)cc2)C2(S1)S/C(=C\c1ccccc1)C(=O)N2c1ccccc1)c1cccs1` (stereo not given)?
ROC1-CUL1 inh: -5

What do the screens show for `COc1cccc(C=C2C(=O)NC(=S)NC2=O)c1OCc1cccc(Cl)c1`?
ROC1-CUL1 inh: -3

How did CCN(CC)c1ccc([N+](=O)[O-])cc1/C=N/NC(=O)CC#N do in these assays?
ROC1-CUL1 inh: 6

Results for O=[N+]([O-])c1cnc(-c2ncccn2)nc1 ?
ROC1-CUL1 inh: -10

Results for COc1ccccc1N1CCN(CCCNC(=O)c2nnc(Cc3c(F)cccc3Cl)o2)CC1 ?
ROC1-CUL1 inh: -7

What do the screens show for `Cc1ccc(CNC(=O)CS(=O)(=O)c2cccc3nsnc23)cc1`?
ROC1-CUL1 inh: -2

How did Cc1ccc2c(c1)c1c(c(=O)n(-c3cccc(Cl)c3)c(=O)n1CC(N)=O)n2C do in these assays?
ROC1-CUL1 inh: 3

What do the screens show for `CC(=O)C(C=Nc1ccc2c(c1)ncn2-c1ccc(C)cc1)C(C)=O`?
ROC1-CUL1 inh: 9

What do the screens show for `CCCc1ccc(S(=O)(=O)N2CCC(Oc3ccc(-n4cnnn4)cc3)CC2)cc1`?
ROC1-CUL1 inh: -5

What do the screens show for `O=C(Nc1cnn(Cc2ccc(F)cc2)c1)c1nn2c(C(F)(F)F)c3c(nc2c1Cl)-c1ccccc1CC3`?
ROC1-CUL1 inh: 0

What do the screens show for `COc1ccc(NC(=O)Cn2cnc3scc(-c4ccc(OC)c(OC)c4)c3c2=O)cc1`?
ROC1-CUL1 inh: 10

What do the screens show for `Cc1ccc2c(=O)cc(C(=O)Nc3ccc(S(=O)(=O)Nc4ncccn4)cc3)oc2c1C`?
ROC1-CUL1 inh: 4

What do the screens show for `O=C(CCn1cccn1)N1CCCC(Nc2ccc(F)c(F)c2)C1` (stereo not given)?
ROC1-CUL1 inh: -6

How did CCCOc1ccc(C2(CNC(=O)Cc3ccc(OC)c(OC)c3)CCCC2)cc1 do in these assays?
ROC1-CUL1 inh: -9

What do the screens show for `Cc1oc2ncn(C)c(=O)c2c1C(=O)NCCCN(Cc1ccccc1)C(C)C`?
ROC1-CUL1 inh: -3

How did Cc1cccc(C)c1Oc1ncccc1CNC(=O)CCN1CCCC1=O do in these assays?
ROC1-CUL1 inh: 16

What do the screens show for `O=C(c1ccsc1)N1CCOc2ccc(C(O)C(c3ccccc3)c3ccccc3)cc2C1` (stereo not given)?
ROC1-CUL1 inh: -2

Results for CC1CN(C(=O)c2ccc(Cl)cc2)c2ccccc21 (stereo not given) ?
ROC1-CUL1 inh: 8

How did COc1cccc(C2CC(=O)Nc3cc(OC)c(OC)c(OC)c32)c1OC (stereo not given) do in these assays?
ROC1-CUL1 inh: 12

How did CCN(Cc1ccccc1)C(=O)c1nn(-c2ccc(OC)cc2)c(=O)c2c1c1ccccc1n2C do in these assays?
ROC1-CUL1 inh: 6

What do the screens show for `CSC1=NC2(CCN(C(=O)NC3CCCCC3)CC2)N=C1c1ccc(C)cc1`?
ROC1-CUL1 inh: 4

Results for COc1ccc(OC2CCN(C(C)=O)CC2)c(C(=O)NCC2CCCO2)c1 (stereo not given) ?
ROC1-CUL1 inh: 10

What do the screens show for `COc1cccc(OCc2nc(C(=O)NCc3cnn(C)c3)co2)c1`?
ROC1-CUL1 inh: 5

How did Cc1cc(C)nc(NS(=O)(=O)c2ccc(NC(=O)c3cc(=O)c4ccc(C)c(C)c4o3)cc2)n1 do in these assays?
ROC1-CUL1 inh: -2

What do the screens show for `O=C1CCCN1CCCNc1nc2nonc2nc1N1CCSCC1`?
ROC1-CUL1 inh: 1

Results for O=C(NC1CCCc2nc(N3CCC(CO)CC3)ncc21)C1CC1 (stereo not given) ?
ROC1-CUL1 inh: -2

Gathered by group: the entries above with a furan ring, fused or not (ten)
How did O=c1/c(=C/c2ccc(-c3cccc(Cl)c3Cl)o2)sc2nc3ccccc3n12 do in these assays?
ROC1-CUL1 inh: -3

How did O=C1C(=O)N(Cc2cccnc2)C(c2cccnc2)C1C(=O)c1ccco1 (stereo not given) do in these assays?
ROC1-CUL1 inh: -1

How did CC(=O)C1C(=O)C=C(c2ccco2)CC1c1ccccc1 (stereo not given) do in these assays?
ROC1-CUL1 inh: -3

How did Clc1ccc(CSc2nnc(-c3cnccn3)n2Cc2ccco2)c(Cl)c1 do in these assays?
ROC1-CUL1 inh: 5

Results for CCCCN(CC)CCNC(=O)c1c(C)oc2ncnc(N3CCOCC3)c12 ?
ROC1-CUL1 inh: -2

Results for Cc1ccc(CN2CCCC2C(=O)Nc2ccccc2Oc2cccnc2)o1 (stereo not given) ?
ROC1-CUL1 inh: 5

What do the screens show for `CCOc1ccc(CNC(=O)c2cc3oc4ccccc4c3n2C)cc1`?
ROC1-CUL1 inh: 4

What do the screens show for `Cc1ccc(C(=O)O)cc1-c1ccc(/C=C2\SC(=O)N(Cc3ccccc3F)C2=O)o1`?
ROC1-CUL1 inh: 50*

Results for Cc1cccc(NC(=O)CSc2nc(-c3ccco3)cc(C(F)(F)F)n2)c1C ?
ROC1-CUL1 inh: -6

What do the screens show for `Cc1oc2ncn(C)c(=O)c2c1C(=O)NCCCN(Cc1ccccc1)C(C)C`?
ROC1-CUL1 inh: -3
